Screening data from PubChem BioAssay.
APJ antagonist: antagonists of human apelin receptor APJ, primary screen, CHO-K1 cells, beta-arrestin complementation, luminescence | P35414 | inhibition, % at 20 µM | 0.32% of 330,000 active;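 active = inhibition above about 40% at 20 µM, limit read from the data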;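 note: cells challenged with 10 nM apelin-13 agonist together with compound; plate controls were apelin-13 plus DMSO wells for no effect and DMSO wells lacking apelin-13 for full effect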
UBC13 inh: UBC13 polyubiquitin chain formation inhibitors, primary screen, biochemical, TR-FRET, uHTS; inhibition, % at 20 µM; 0.47% of 330,000 active; AID 485273, 2010; in the data active = inhibition above about 45%, passing the limit was not always enough
APJ ag: agonists of human apelin receptor APJ, primary screen, CHO-K1 cells, PathHunter beta-arrestin, luminescence; P35414; 0% DMSO wells, 100% apelin; 0.11% of 330,000 active; activation, % at 20 µM;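 active = activation more than six SD over the plate average, tested at 20 µM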;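 note: 0% = DMSO alone and 100% = apelin-13 at 10 nM; some results filed as inactive read as strong as hits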
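assay system = CHO-K1 APJ beta-arrestin complementation cell line | input = cell density 1000 per well | dosing = compound 20 µM once, DMSO 1% | timing = compound 90 min 25 °C, reagent 1 h | measured by = luminescence from split beta-galactosidase complementation, Galacton Star/Emerald II substrate | read-out basis = APJ agonist activity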
Gli-Sufu block: Gli-Sufu pathway antagonists, primary screen, luciferase luminescence, Sufu-KO-LIGHT cells, uHTS; Sufu-KO-LIGHT fibroblasts, Gli luciferase reporter luminescence; inhibition, % at 5 µM; 0.74% of 340,000 active; AID 588413, 2011;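 active = inhibition above about 55%, limit read from the data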;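 note: 0% = DMSO-treated cells and 100% = wells with medium but no cells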
CXCR6 inh: CXCR6 receptor inhibitors, primary screen, cell-based, beta-arrestin, luminescence, CHO-K1 PathHunter, 1536-well. C-X-C chemokine receptor type 6 (Homo sapiens), O00574. inhibition, % at 20 µM. 0.36% of 360,000 active. AID 602244, 2012; in the data active = inhibition above about 34%, passing the limit was not always enough;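 note: antagonist mode with CXCL16 agonist at 10 nM final; 0% = 10 nM CXCL16 with DMSO and 100% = unstimulated wells without agonist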
Target sequence (O00574 whole entry, looked up): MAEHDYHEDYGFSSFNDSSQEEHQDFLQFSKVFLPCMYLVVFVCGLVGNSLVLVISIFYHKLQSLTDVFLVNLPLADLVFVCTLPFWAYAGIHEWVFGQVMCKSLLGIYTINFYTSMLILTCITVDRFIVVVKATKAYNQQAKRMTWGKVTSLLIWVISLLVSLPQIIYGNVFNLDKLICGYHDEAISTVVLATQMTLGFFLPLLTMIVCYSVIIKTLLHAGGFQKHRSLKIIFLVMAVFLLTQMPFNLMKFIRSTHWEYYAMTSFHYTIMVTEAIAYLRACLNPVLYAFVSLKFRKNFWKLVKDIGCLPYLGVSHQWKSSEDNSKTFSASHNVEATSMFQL
CCR6 antagonist: CCR6 receptor antagonists, primary screen, cell-based, CHO-K1, luminescence, beta-arrestin, uHTS; CHO-K1 CCR6 PathHunter beta-arrestin, CCL20-stimulated; inhibition, % at 20 µM; 0.49% of 340,000 active;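 active = compounds whose inhibition of the agonist-driven luminescence signal at 20 µM reaches about 50%, limit read from the data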;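 note: cells stimulated with CCL20 at 14 nM final; plate controls were DMSO with CCL20 for no effect and DMSO without agonist for full effect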
ATG4B inhibitor: ATG4B protease inhibitors, primary screen, biochemical, fluorescence, uHTS; 0.51% of 340,000 active; ATG4B cleavage of LC3-PLA2, NBD-HPC fluorescence, 1 h; inhibition, % at 8.33 µM; Cysteine protease ATG4B (Homo sapiens), Q9Y4P1; in the data active = inhibition above about 40%
Target sequence (Q9Y4P1 whole entry, looked up): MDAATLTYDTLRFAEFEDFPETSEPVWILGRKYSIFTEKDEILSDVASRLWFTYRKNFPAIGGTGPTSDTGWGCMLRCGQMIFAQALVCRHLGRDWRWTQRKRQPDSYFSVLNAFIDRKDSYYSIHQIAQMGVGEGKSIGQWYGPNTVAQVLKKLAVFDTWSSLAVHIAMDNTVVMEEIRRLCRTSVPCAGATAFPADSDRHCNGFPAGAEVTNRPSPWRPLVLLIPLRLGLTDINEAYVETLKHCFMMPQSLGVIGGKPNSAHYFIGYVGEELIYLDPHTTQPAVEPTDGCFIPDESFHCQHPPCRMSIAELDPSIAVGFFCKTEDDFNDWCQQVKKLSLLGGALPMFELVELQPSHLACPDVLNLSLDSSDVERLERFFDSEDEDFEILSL
EBI2 antag: EBI2 receptor antagonists, beta-arrestin recruitment, primary screen, cell-based, luminescence, 7a,25-OHC stimulation, uHTS. 7a,25-OHC stimulated. 0.81% of 360,000 active. G-protein coupled receptor 183 (Homo sapiens), P32249. inhibition, % at 5 µM; in the data active = inhibition above about 38%;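 note: enzyme fragment complementation signal reports receptor beta-arrestin coupling in cells; 0% = agonist plus DMSO wells and 100% = wells without agonist; some results beyond the cut were filed as inactive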
Target sequence (P32249 whole entry, looked up, the tested form may be a part): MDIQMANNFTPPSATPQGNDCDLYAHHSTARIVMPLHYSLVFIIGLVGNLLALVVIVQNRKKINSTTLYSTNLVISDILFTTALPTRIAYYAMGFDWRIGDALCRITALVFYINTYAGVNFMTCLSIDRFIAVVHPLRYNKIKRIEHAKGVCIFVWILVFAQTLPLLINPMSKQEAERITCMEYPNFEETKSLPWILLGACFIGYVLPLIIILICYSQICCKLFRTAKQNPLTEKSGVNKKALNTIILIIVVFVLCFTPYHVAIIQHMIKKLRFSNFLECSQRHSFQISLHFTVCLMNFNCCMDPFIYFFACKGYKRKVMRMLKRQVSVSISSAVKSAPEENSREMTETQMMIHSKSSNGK
Numbers without * were called inactive; / = no result given.

smiles | APJ antagonist | UBC13 inh | APJ ag | Gli-Sufu block | CXCR6 inh | CCR6 antagonist | ATG4B inhibitor | EBI2 antag
O=C(c1ccc(-c2cccc(C(F)(F)F)c2)o1)N1CCN(c2ccccc2O)CC1 | 12 | -3 | 6 | -4 | -15 | -7 | -8 | 27
COc1ccc(C(CNC(=O)Cc2ccc(-c3ccccc3)cc2)N(C)C)cc1 (centres undefined) | -11 | 12 | 0 | 28 | 9 | 13 | -2 | 18
CC(C)(C)NC(=O)c1ccc(Sc2ccccc2)c([N+](=O)[O-])c1 | 15 | -8 | 0 | -2 | -3 | -8 | 10 | -7
COc1cc2ccccc2cc1C(=O)Nc1ccccc1N1CCN(S(C)(=O)=O)CC1 | -15 | 3 | 5 | 3 | -2 | 2 | -6 | 13
COc1cc(C)c(N)cc1C(C)C | -4 | -3 | -2 | 0 | -1 | 12 | -1 | 2
CCOC(=O)C1C2C=CC3(CN(Cc4ccccc4)C(=O)C13)O2 (centres undefined) | -7 | -8 | -6 | 3 | -4 | 2 | 3 | -5
O=C(Cc1cccs1)Nc1cccnc1 | -3 | -1 | 2 | 7 | -7 | 10 | -1 | -5
COc1ccc(/C=C(\NC(=O)c2ccc(OCC(C)C)cc2)C(=O)OCc2ccco2)cc1 | 13 | -4 | -2 | 3 | 13 | 8 | -1 | 4
O=C(Cc1ccccc1[N+](=O)[O-])N1CCN(c2ccc(F)cc2)CC1 | -2 | 3 | -5 | 0 | 6 | 9 | 1 | -4
Cc1occc1C(=O)NCc1ccc2c(c1)OCO2 | -12 | 2 | -1 | -1 | -6 | 22 | -6 | -2
COc1ccc(S(=O)(=O)N2CCOCC2)cc1NC(=O)COC(=O)c1oc2ccccc2c1C | 5 | 2 | -1 | 3 | 4 | 5 | 8 | 2
CCOC(=O)C1=C(C)N(CCCCCC(=O)O)C(=O)NC1c1ccccc1Cl (centres undefined) | -6 | -8 | -2 | -1 | -8 | 0 | 6 | -9
O=C(O)c1ccccc1NS(=O)(=O)c1ccc2c3c(cccc13)C(=O)N2 | 8 | -3 | -1 | 3 | 10 | 8 | -4 | 0
Cc1ccc(-c2nc(CS(=O)CC(=O)NCCN(CC(C)C)CC(C)C)c(C)o2)cc1 (centres undefined) | 2 | 2 | -4 | 2 | 2 | 12 | -6 | 4
O=C(Cc1nnc(NC(=O)c2cccc([N+](=O)[O-])c2)s1)NCc1ccccc1 | 6 | -10 | -6 | -2 | 1 | 20 | 4 | -16
NC(=O)c1sc(=S)n(-c2ccc(Br)cc2)c1N | 12 | 5 | 0 | 0 | 6 | -10 | -3 | -3
Cc1ccc(C(=O)CCC(=O)Nc2cccc(C(F)(F)F)c2)cc1 | 19 | 5 | -4 | 8 | 2 | 3 | -7 | 2
CCOC(=O)C(=O)NC(C)CCc1ccccc1 (centres undefined) | -2 | 5 | -1 | 3 | 1 | 10 | -1 | 7
N#Cc1ccc(C(=O)Nn2cnnc2)cc1 | 17 | 10 | -1 | 4 | -3 | 2 | -4 | 1
Cc1ccc(NS(=O)(=O)c2cccc(C(=O)NCC(c3ccco3)N3CCCC3)c2)cc1 (centres undefined) | 14 | -3 | -2 | 1 | -3 | 9 | 6 | -1

Going on with the list.
smiles | APJ antagonist | UBC13 inh | APJ ag | Gli-Sufu block | CXCR6 inh | CCR6 antagonist | ATG4B inhibitor | EBI2 antag
O=C(/C=C/C(=O)N1CCc2ccccc2C1)N1CCc2ccccc2C1 | 3 | 5 | -3 | 2 | 4 | 3 | 6 | 0
CCOC(=O)CN1C(=O)C(C)(C)Oc2ccc(C(=O)Nc3ccccc3OC)cc21 | 1 | -14 | 4 | 7 | -1 | -17 | -2 | -5
COc1ccc(OC)c(NC(=O)CSc2nc(=O)n(CCN3CCOCC3)c3c2CCC3)c1 | 3 | -5 | -5 | -5 | 0 | 8 | -1 | -6
CN1C(=O)[C@H]2[C@@H](/C=C/c3ccccc3)N3C(=O)CN(CCO)C(=O)[C@@]3(C)[C@H]2C1=O | 19 | -16 | -4 | 1 | 14 | 9 | 0 | -8
CC(Sc1nn(-c2ccccc2)c(=S)s1)C(=O)NCC1CCCO1 (centres undefined) | -45 | -14 | -3 | 4 | 13 | 0 | -6 | 12
CC(C)(C)NC(=O)CSc1nnc(-c2ccncc2)o1 | -17 | -4 | -1 | -14 | 2 | 6 | 4 | 3
CCCOC(=O)C1[C@H]2C(=O)N(Cc3ccco3)C[C@]23C=C[C@H]1O3 (some centres undefined) | 8 | -3 | -6 | 8 | 2 | -9 | -8 | -2
COc1ccc(NC(=O)CC(C)C)c([N+](=O)[O-])c1 | -10 | 2 | 0 | / | 6 | 4 | 4 | 2
Cc1ccc(-c2nc(NC(=O)CSc3ccc4ccccc4n3)ns2)cc1 | 5 | 2 | -5 | -12 | -2 | -9 | 3 | -6
CCCCC1CCC(C(=O)N(CCOC)c2c(N)n(CC(C)C)c(=O)[nH]c2=O)CC1 (centres undefined) | -8 | -4 | -4 | -6 | 8 | 6 | 6 | -7
COc1ccc(CC(=O)OCC(=O)NCc2ccco2)cc1 | 5 | 5 | 0 | -12 | -4 | 5 | 3 | 7
CCc1ccc(-c2nc(CSCC(=O)NCc3ccco3)c(C)o2)cc1 | / | / | / | 84* | 5 | 9 | -9 | 4
Cn1c(=O)c2c(ncn2CC(=O)N2CCOCC2)n(C)c1=O | 15 | 0 | -2 | -3 | 3 | -2 | 1 | 0
CC(C)(C)C(=O)Nc1nc2c(s1)COc1ccccc1-2 | 1 | 5 | -4 | -37 | -10 | 10 | -23 | 3
NCCCC(N)(C(=O)O)C(F)F (centres undefined) | 6 | -3 | -3 | -5 | 6 | 0 | 0 | 1
O=C(OCC(=O)N1CCc2ccccc21)c1cccnc1Cl | -18 | 5 | -1 | -6 | -3 | 2 | 1 | -6
CC(C)c1ccc(NC2CCCN(C(=O)c3ccoc3)C2)cc1 (centres undefined) | -17 | 4 | -5 | 4 | -5 | 8 | 56* | 1
CC(C)(C)NC(=O)C(c1ccsc1)N(CCc1ccccc1)C(=O)Cn1nnc2ccccc21 (centres undefined) | 16 | 10 | -6 | 8 | -4 | 0 | -15 | 10
CCc1ccc(S(=O)(=O)Nc2ccc(Cl)cn2)cc1 | -13 | -6 | 0 | -5 | 1 | -9 | 1 | 4
C=CC[C@H](CC(=O)N(CCO)Cc1ccccc1)C(=O)N[C@@H](COC(=O)[C@@H](CC=C)CC(=O)OC(C)(C)C)Cc1c[nH]c2ccccc12 | -15 | -10 | -2 | 13 | 17 | 10 | 19 | 3

The list goes on:
smiles | APJ antagonist | UBC13 inh | APJ ag | Gli-Sufu block | CXCR6 inh | CCR6 antagonist | ATG4B inhibitor | EBI2 antag
Cc1c(C)c2ccc(O[C@@H]3O[C@H](CO)[C@@H](O)[C@H](O)[C@H]3O)c(C)c2oc1=O | 10 | -7 | -1 | / | 6 | -3 | 2 | -8
Cc1cccc(C)c1OCC(=O)Nn1c(=O)[nH]c2ccccc2c1=O | 2 | 1 | -1 | 7 | 1 | 6 | 7 | 5
CCn1c(SCC(=O)Nc2cc(C)on2)nnc1-c1ccccc1 | 22 | 5 | -1 | 30 | -1 | 8 | 6 | -8
O=c1c2ccsc2ncn1Cc1cccc(C(F)(F)F)c1 | -21 | 4 | -3 | 2 | 6 | -10 | 14 | 1
CC(C)c1ccc(S(=O)(=O)N2CCN(C(=O)CCNS(=O)(=O)c3ccccc3F)CC2)cc1 | -3 | 2 | -7 | 5 | -2 | -1 | -17 | 0
Cc1cc(/C=N/NC(=O)c2cccc([N+](=O)[O-])c2)c(C)n1-c1ccc(Cl)cc1Cl | 6 | -7 | -3 | -19 | -19 | 11 | -1 | 10
CSC1=NCCN1C(=O)c1c(F)cccc1F | 7 | 2 | 4 | -6 | -2 | 5 | -12 | -3
CCC(C#CCN1CCOCC1)(CC)OCCC#N | 1 | -2 | -3 | -17 | -1 | -7 | -7 | -3
O=C(Nc1nncs1)c1ccccc1NS(=O)(=O)c1cccs1 | 19 | 17 | -4 | 3 | -3 | 12 | 12 | 4
O=C1Cc2cc(S(=O)(=O)Nc3ccc(N4CCOCC4)cc3)ccc2N1 | -6 | -11 | 0 | 1 | -24 | 0 | 9 | -21
CC1CN(c2snnc2C=C2C(=O)OC(C)(C)OC2=O)CC(C)O1 (centres undefined) | 4 | -17 | 1 | -4 | 9 | 8 | -3 | 0
COc1ccc(-c2nc(CN(Cc3cnn(C)c3)C(C)C)c(C)o2)c(OC)c1 | -1 | 4 | -3 | -15 | -3 | 6 | 4 | -1
O=S(=O)(c1ccc(SCc2ccc(Cl)cc2)nc1)N1CCCC1 | 21 | -15 | -4 | 7 | 3 | 37 | 1 | 4
COc1ccc(C(=O)c2ccc(OC)cc2O)c(O)c1 | 15 | 11 | -1 | 0 | 0 | 1 | -4 | -2
COc1cc(CNC2CCCC2)cc(Cl)c1OCc1ccccc1F | -8 | 28 | 4 | 4 | -4 | -9 | -9 | -18
COc1cccc(/C=C2\SC(=S)N(CCCC(=O)N(CCO)c3ccccc3)C2=O)c1 | 0 | 1 | 3 | 24 | 5 | 4 | -4 | -9
C=CCC[C@@H](Cc1ccc(F)cc1)C(=O)OCCNC(=O)[C@@H](CC=C)CC(=O)N[C@H](CO)Cc1ccccc1 | 4 | 4 | -3 | -11 | -14 | 6 | -8 | 1
CC(C)N(Cc1cnn(C)c1)C(=O)C1CCC(=O)N(CCc2cccc(F)c2)C1 (centres undefined) | -35 | -5 | -5 | -3 | 6 | 12 | 6 | -7
COc1ccc2[nH]cc(/C=C/c3cc[n+](C)cc3)c2c1 | -13 | -191 | -2 | 46 | -10 | -3 | -2 | 2
Cc1onc(-c2ccccc2Cl)c1C(=O)Nc1cccc2cccnc12 | 2 | 9 | -1 | -3 | -7 | 10 | 2 | 30

(cont.)
smiles | APJ antagonist | UBC13 inh | APJ ag | Gli-Sufu block | CXCR6 inh | CCR6 antagonist | ATG4B inhibitor | EBI2 antag
O=C(Nc1cnn(Cc2ccc(F)cc2)c1)c1cnn2c(C(F)F)cc(-c3ccccc3)nc12 | -11 | -1 | -4 | 5 | 3 | 6 | -3 | 30
CCOC(=O)c1c(N)nn(C(=O)C(C)C)c1-c1ccc(OC)cc1 | -7 | 4 | -5 | 2 | 7 | 15 | 1 | 18
O=C1OC(c2ccccc2)=N/C1=C\C=C\c1ccco1 | 8 | 6 | -4 | -5 | 12 | 16 | 3 | -8
O=C(NCc1ccccc1Cl)C1CCN(C(=O)c2ccco2)CC1 | 10 | 8 | 1 | -3 | / | 2 | 4 | /
O=c1c2cn[nH]c2[nH]c(=S)n1-c1cccc(Cl)c1 | 9 | -9 | -3 | -1 | 7 | 5 | 7 | -5
CCCCc1c(C)c(C#N)c2nc3ccccc3n2c1Nc1c(C)n(C)n(-c2ccccc2)c1=O | 4 | -4 | 5 | 24 | 9 | 12 | -18 | 6
CS(=O)(=O)N(CC(=O)NCCSC1CCCCC1)c1ccc2c(c1)OCO2 | 14 | -2 | 4 | -12 | -3 | 32 | -3 | 6

3 entries from above, as labelled records.
SMILES: O=C1OC(c2ccccc2)=N/C1=C\C=C\c1ccco1
- APJ antagonist = 8
- UBC13 inh = 6
- APJ ag = -4
- Gli-Sufu block = -5
- CXCR6 inh = 12
- CCR6 antagonist = 16
- ATG4B inhibitor = 3
- EBI2 antag = -8

SMILES: O=C(NCc1ccccc1Cl)C1CCN(C(=O)c2ccco2)CC1
- APJ antagonist = 10
- UBC13 inh = 8
- APJ ag = 1
- Gli-Sufu block = -3
- CXCR6 inh = /
- CCR6 antagonist = 2
- ATG4B inhibitor = 4
- EBI2 antag = /

SMILES: O=c1c2cn[nH]c2[nH]c(=S)n1-c1cccc(Cl)c1
- APJ antagonist = 9
- UBC13 inh = -9
- APJ ag = -3
- Gli-Sufu block = -1
- CXCR6 inh = 7
- CCR6 antagonist = 5
- ATG4B inhibitor = 7
- EBI2 antag = -5
